Compound activity deposited in PubChem by National Center for Advancing Translational Sciences (NCATS).
Nrf2 block: Nrf2 qHTS screen for inhibitors. AID 504444, 2011. 360,000 compounds, 2.1% hits. A549 ARE-Fluc reporter, luciferase luminescence, 18-24 h. Potency, µM (titrated, usually from 46 µM), for inactives: at the top dose activity change, negative = inhibition, usual class: inhibitors; further: potency means the concentration at half of the fitted maximal effect; on the % scale 0 is the no-effect control and ±100 the full control effect; nearly all actives have a fitted effect of over 60% in size
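In this cell-based qHTS, ARE-driven firefly luciferase in A549 cells reports Nrf2 activity; the luminescent signal after BugLite lysis is the measured value, with a prior CellTiter-Fluor read for cell health.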
Nrf2 activator: qHTS of Nrf2 Activators. AREc32 ARE-luciferase reporter (MCF7-derived line), luminescence, 24 h. Potency, µM (series often up to 46.1 µM), for the others: at the highest dose activation, most hits filed as activators. 410,000 compounds, 0.31% hits. AID 624171, 2012; further: potency means the concentration at half of the fitted maximal effect; % of control where 0% means no effect; nearly all actives have a fitted effect of over 65% in size
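Steps: seed AREc32_Fluc cells (1000/well, 5% FBS OPTI-MEM); incubate overnight at 37 deg C; add 23 nL compound; incubate 24 hr; add Steady-Glo; hold 30 min RT; read luminescence.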
A549 viability: Nrf2 qHTS screen for inhibitors: counterscreen for cytotoxicity; A549 ARE-Fluc cells, CellTiter-Fluor viability, 18-24 h; Potency, µM (series often up to 46 µM), for the others: top-dose activity change, negative = cytotoxicity, actives largely listed as inhibitors; 390,000 compounds, 0.16% hits; further: potency means the concentration at half of the fitted maximal effect; on the % scale 0 is the no-effect control and ±100 the full control effect
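A549 ARE_Fluc cells in 5% FBS OPTI-MEM were exposed to compounds in concentration-response for 18-24 h at 37 deg C. Viability was read by CellTiter-Fluor fluorescence (Ex 405/Em 525) after 30 min, before the luciferase read.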
HepG2 tox: qHTS for Inhibitors of TGF-b: Cytotox Counterscreen; HepG2 CAGA-GFP viability, ATP luminescence, 18 h; Potency, µM (series often up to 46.1 µM), without a hit: at the top dose activity change, negative = cytotoxicity, usual class: cytotoxic; 410,000 compounds, 0.76% hits; AID 588856, 2011; further: potency means the concentration at half of the fitted maximal effect; some results filed as inactive show a strong effect at the top dose
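HepG2 CAGA-GFP cells (1000/well, DMEM with 1% FBS) received compound, then TGF-beta at 500 pg/mL final, and were incubated 18 hours at 37 degrees C. Viability was read by CellTiter-Glo luminescence. Media-only wells were set as complete cell-killing and DMSO as no toxicity.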
TGFb inhibitor: qHTS for Inhibitors of TGF-b; 410,000 compounds, 1.2% hits; AID 588855, 2011; HepG2 CAGA-GFP TGF-b/SMAD3 reporter, GFP fluorescence, 18 h; TGF-beta stimulated, 500 pg/mL final; Potency, µM (top dose mostly 46.1 µM), inactives show top-dose activity, negative = inhibition, most hits filed as inhibitors; further: potency means the concentration at half of the fitted maximal effect; on the % scale 0 is the no-effect control and ±100 the full control effect; nearly all actives have a fitted effect of over 65% in size
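Inhibition was scored as loss of TGF-beta-induced (500 pg/mL final, 18 hours, 37 degrees C) GFP in HEPG2 cells carrying a CAGA-GFP reporter, in DMEM with 1% FBS. Well GFP was summed per cell; Activity was normalised to unstimulated and stimulated DMSO wells, then concentration-response fitting.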
Akt phos inh: HTS Assay for Inhibitors of Akt Phophorylation: Primary Screen. Neuro2A IGF-stimulated pAkt S473 HTRF, 20 min; active compounds read low. activity change, % for hits at 50 µM. 360,000 compounds, 0.32% hits. AID 651550, 2012; in the data active means activity change below about -80%; inconclusive means mostly about -51% to -80%; further: on the % scale 0 is the no-effect control and ±100 the full control effect
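Neuro2A cells (4,500/well, DMEM with 0.5% FBS) were treated with compound at a single 50 µM final concentration, stimulated with 6 nM IGF for 20 min at 37 °C, and lysed. Phospho-Akt Ser473 was read by HTRF as 665/615 ratio ×10^4.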
ATXN viability: Viability Counterscreen for Primary qHTS for Inhibitors of ATXN expression. Potency, µM (highest dose often 56.7 µM), usual class: cytotoxic. S2 cells (HEK-293 line with an ATXN2-luciferase reporter) viability, CellTiter-Fluor protease fluorescence, 24 h. 400,000 compounds, 0.49% hits. AID 651635, 2014; further: potency means the concentration at half of the fitted maximal effect; nearly all actives have a fitted effect of over 40% in size
Mm-Cpn inhibitor: Inhibitors of TCP-1 ring complex (TRiC) of Methanococcus maripaludis (MmCpn): qHTS; Chaperonin Mm-Cpn (Methanococcus maripaludis); purified Mm-Cpn ATPase, ADP Transcreener TR-FRET; Potency, µM (top dose mostly 76.9 µM), for inactives: at the top dose activity, negative = inhibition, most hits filed as inhibitors; 330,000 compounds, 0.031% hits; AID 504842, 2011; further: potency means the concentration at half of the fitted maximal effect; on the % scale 0 is the no-effect control and ±100 the full control effect; nearly all actives have a fitted effect of over 80% in size
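ATPase turnover read by TR-FRET ADP competition (Eu cryptate antibody/ADP-d2, 665/590 nm): 10uM ATP final, 25nM Mm-CPN final, 30 min 37degC after 10-min compound preincubation, pH 7.4 Tris/KCl/MgCl2/DTT buffer.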
CCT chaperon mod: High-Throughput Screening for Modulators of Cytosolic Chaperonin Activity | 360,000 compounds, 0.3% hits | activity change, % (concentration not given with the values), hits read low | purified chaperonin ATPase assay, HTRF ADP detection, 30 min; in the data active means activity change below about -30%; further: on the % scale 0 is the no-effect control and ±100 the full control effect
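Enzyme 40 or 20 nM (batch-dependent) in Tris pH 7.4/KCl/MgCl2/DTT; cpd 76 uM single point; ATP 10 uM; 30 min 37 °C; Transcreener ADP HTRF detection, 30 min RT; ratio 665/615.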
The depositor's hits bear a star; i = inactive; ? = inconclusive; / = no result given; & = joins results of further samples; [ ] = another dose, or the depositor's remark. Unless noted, the call rests on the fitted dose curve; in most records, active means well fitted curve in the direction sought with a large enough effect; inconclusive means small, poorly fitted or top-dose-only effect, or another doubt; inactive means no such curve, though single readings can be large; an effect the other way counts as inactive or inconclusive. Compounds as they come; 4.4% or so of the library scored in one or more.

Results follow in this order: Akt phos inh, HepG2 tox, Nrf2 activator, CCT chaperon mod, A549 viability, TGFb inhibitor, ATXN viability, Nrf2 block, Mm-Cpn inhibitor
#1 COc1ccc(S(=O)(=O)N2CCN(Cc3cc(=O)n4ccccc4n3)CC2)cc1
 : i, 8%, -0.9%, 1.7, 0%, 3%, i, 1%, 1%
#2 CC1=CC(C)(C)NC(=S)N1c1ccccc1C
 : i, 3%&-18%, -0.5%&-0.7%, -1.7&-2.7, -9%&7%, 2%&-5%, i, ?, 2%
#3 CCN(CC(=O)NCc1ccc(Cl)cc1)C(=O)CCc1ccccc1
 : i, -19%, 0.0%, -0.4, 0%, 8%, i, 1%, -1%
#4 COc1ccc(S(=O)(=O)N2CCN(C3Cc4ccccc4C3)CC2)cc1
 : i, -28%, 0.3%, -1.7, 1%, ?, i, 13%, 0%
#5 Cc1ccc(S(=O)(=O)c2nnn3c2nc(N2CCCC(C)C2)c2cc(Cl)ccc23)cc1C (centres undefined)
 : /, -1%, -0.1%, /, 1%, 2%, i, 13%, /
#6 OCC#CCSc1nnc(-c2cccc3ccccc23)o1
 : /, -15%, 17%, /, -1%, 2%, i, -5%, 0%&-4%
#7 c1ccc(C(CN2CCCCC2)Oc2ccccn2)cc1 (centres undefined)
 : i, -10%, 0.3%, -0.2, 2%, 5%, i, 0%, /
#8 COc1ccc(S(=O)(=O)N2CCCN(CC(=O)Nc3ccc4c(c3)OCO4)CC2)cc1
 : i, -6%, 2.8%, 1.6, -19%, 0%, ?, 1%, -1%
#9 CN(C)C(=O)/C(=C/c1ccc(-c2cccc([N+](=O)[O-])c2)o1)NC(=O)c1ccccc1
 : i, -2%, 0.6%, -0.1, -2%, 0%, ?, -15%, 1%
#10 NC1=C(c2ccc(F)cc2)C(=O)CS1
 : /, -1%, 0.1%, -5.6, -2%, -16%, i, -1%, 0%
#11 Cc1ccc(-c2ccc(=O)n(CCC(=O)NCCN3CCCCC3C)n2)cc1 (centres undefined)
 : i, -22%, 0.5%, 1.1, -1%, -3%, i, 0%, 0%
#12 CC(=O)c1ccc(-c2ccc(/C=C(/Sc3n[nH]c(C)n3)C(=O)O)o2)cc1
 : i, 1%, 2.7%, -4.1, ?, 6%, i, 0%, 0%
#13 CCN(CC)S(=O)(=O)c1ccc(O)c(C(=O)OCC(=O)N(C)Cc2ccccc2)c1
 : i, 4%, 0.3%, 1.0, 1%, 0%, i, /, -4%
#14 C[C@H]1CCC[C@@]2(O[C@@H](CCO)C[C@@H](O)[C@@H]2O)O1
 : i, 0%, 0.5%, 0.4, -7%, ?, i, -11%, 0%
#15 COc1ccccc1NC(=O)CN(Cc1ccco1)C(=O)c1ccc(N2CCCC2=O)cc1
 : i, -46%, 0.0%, -4.1, -3%, ?, i, -13%, 0%
#16 CCN(C[C@H]1N[C@@](C)(C(=O)OC)[C@H]2C(=O)N(Cc3ccccc3)C(=O)[C@@H]12)S(=O)(=O)c1ccc(F)cc1
 : i, -18%, 1.0%, 0.0, 8%, 9%, i, -7%, -1%
#17 Cc1nc(NCCNC(=O)c2ccco2)c2c(C)c(C)sc2n1
 : i, 4%, -0.4%, 1.1, -7%, -1%, i, ?, 2%
#18 CCC(CC)C(=O)OCC(=O)Nc1cccc(S(=O)(=O)N(C)c2ccccc2)c1
 : i, -6%, -0.7%, -2.3, 1%, -11%, i, -4%, 2%
#19 COc1ccc(NC(=O)CNc2ccc(OC)c(S(=O)(=O)N3CCOCC3)c2)cc1
 : i, 0%, -0.4%, 0.4, /, 1%, i, /, /
#20 Cc1cccc(NC(=S)NC2CC3CCCC(C2)N3Cc2cccs2)c1 (centres undefined)
 : i, -37%, -1.0%, -0.9, -12%, 10%, ?, 0%, -4%
#21 COc1ccccc1-n1c(N)cc(=O)nc1SCC(=O)Nc1cc(C)on1
 : i, 6%, 0.2%, -1.2, -2%, 78%[activator], i, 9%, 0%
#22 O=C(/C=C\c1ccccc1[N+](=O)[O-])Nc1ccccc1
 : i, -17%, 11µM*, -12, -1%, -8%, i, ?, 0%
#23 CC1C(=O)N(Cc2cn(CCC3OCCO3)nn2)CCS(=O)(=O)N1Cc1ccc(-c2cccc(CO)c2)cc1 (centres undefined)
 : i, 1%, -1.3%, 1.1, /, -4%, i, /, /
#24 Nc1ccn([C@@H]2O[C@H](CNCc3ccc(-c4cc(C(F)(F)F)ccc4Cl)o3)[C@@H](O)[C@H]2O)c(=O)n1
 : i, -14%, -0.1%, -1.4, /, 1%, i, /, /
#25 COc1ccc(Cl)cc1C(=O)Nc1cccnc1Cl
 : i, 4%, 7.2%, -1.9, -1%, 11%, i, 7%, 2%
#26 CC(=O)c1ccc(OCC(O)CN2CCC(C)CC2)cc1 (centres undefined)
 : i, 4%, 2.8%, -0.2, 4%, -10%, i, 1%, 0%
#27 O=C(Nc1ccc(N2CCOCC2)cc1)C1CC(=O)N(c2ccc(Cl)cc2)C1 (centres undefined)
 : i, 5%, 0.4%, -1.8, -17%, -9%, i, -5%, 2%
#28 CCN(CC(=O)NCCc1ccc(S(N)(=O)=O)cc1)Cc1ccccc1
 : i, -3%, -0.7%, 0.4, 2%, 2%, i, 1%, -4%
#29 CCc1ccc(N2CC(C(=O)OCC(=O)NC3CCS(=O)(=O)C3)CC2=O)cc1 (centres undefined)
 : i, -13%, -0.5%, -1.4, -2%, 7%, i, -17%, 0%
#30 COc1ccc(NC(=O)N2CCCC(C(=O)NCc3ccccc3F)C2)cc1 (centres undefined)
 : i, -1%, -0.3%, -3.1, -1%, -8%, i, 6%, -1%

Overlap with the part before: two compounds; new compounds follow.
Results follow in this order: Akt phos inh, HepG2 tox, Nrf2 activator, CCT chaperon mod, A549 viability, TGFb inhibitor, ATXN viability, Nrf2 block, Mm-Cpn inhibitor
#29 CCc1ccc(N2CC(C(=O)OCC(=O)NC3CCS(=O)(=O)C3)CC2=O)cc1 (centres undefined)
 : i, -13%, -0.5%, -1.4, -2%, 7%, i, -17%, 0%
#30 COc1ccc(NC(=O)N2CCCC(C(=O)NCc3ccccc3F)C2)cc1 (centres undefined)
 : i, -1%, -0.3%, -3.1, -1%, -8%, i, 6%, -1%
#31 CCc1nn2c(=O)cc(COC(=O)c3ccc4c(c3)OCO4)nc2s1
 : /, 0%, -0.7%, /, 1%, -15%, ?, 11%, /
#32 CC1CCCC(NC(=O)COC(=O)c2cccs2)C1C (centres undefined)
 : i, 0%, -0.2%, -0.6, -2%, 14%, i, 12%, 3%
#33 CCOC(=O)c1cccc(NC(=O)CSc2nnc(C3CCCCC3)n2C)c1
 : i, -25%, -0.8%, -1.9, -1%, ?, i, 17%, -8%
#34 Cc1ccc(NC2CCCN(C(=O)CCN3CCOCC3)C2)cc1C (centres undefined)
 : i, 1%, -0.6%, -1.7, 0%, 8%, i, 13%, -13%
#35 O=C(Nc1cccc(F)c1)Nc1ccnn1C1CCN(C(=O)CCN2CCCO2)CC1
 : i, 4%, 0.1%, -1.0, 0%, -21%, i, 0%, -1%
#36 CCOC(=O)C1=C(C)NC(=O)NC1c1ccc(OC(=O)c2ccco2)cc1 (centres undefined)
 : i, 7%, 0.2%, -3.5, -5%, -9%, i, -2%, 0%
#37 CCNc1nc2c(c(=O)[nH]c(=O)n2C)n1Cc1ccc(F)cc1
 : i, -1%, 3.4%, 0.7, 0%, 2%, i, -2%, 4%
#38 COc1ccc(NS(=O)(=O)c2ccc(NS(=O)(=O)c3cccs3)cc2)c(OC)c1
 : i, 2%, 0.1%, 0.0, 1%, -4%, i, -3%, 1%
#39 Fc1ccc(COc2ccc(C(=S)N3CCCC3)cc2)cc1
 : i, -7%, -0.1%, 2.2, -3%, 0%, ?, ?, 1%
#40 Clc1ccccc1Cn1nnc2c(NCCN3CCOCC3)ncnc21
 : i, 0%, -0.2%, 1.8, -5%, 0%, i, -16%, -3%
#41 O=C(Cc1ccc(Cl)cc1)Nc1ccccc1N1CCOCC1
 : i, -16%, -1.1%, -0.1, -18%, 0%, i, ?, 1%
#42 Cc1ccc(S(=O)(=O)/N=C(/NC(=S)Nc2ccccc2)c2ccccc2)cc1
 : i, -34%, ?, -2.0, 3%, -2%, i, ?, 0%
#43 CCC1(C)Cc2c(sc3[nH]c(=S)[nH]c(=S)c23)CO1 (centres undefined)
 : i, 9%, 0.1%, -1.6, 0%, -2%, i, 7%, -10%
#44 O=C(CC1S/C(=N/N=C/c2ccco2)NC1=O)Nc1ccccc1 (centres undefined)
 : i, 17%, ?, 1.8, 0%, 10%, i, 12%, 0%
#45 Cc1ccc(-c2nnn(CC(=O)N3CCCc4ccccc43)n2)cc1
 : i, -23%, -0.6%, -2.5, -5%, 0%, i, 9%, 2%
#46 Cc1ccc(S(=O)(=O)c2cn(C)c3cc(N4CCN(C)CC4)c(F)cc3c2=O)cc1
 : i, 2%&-4%, -0.5%&-0.5%, 1.8, ?, 0%&-6%, ?, 3%&-15%, 0%
#47 Nc1ccccc1N=Cc1ccc(-c2cccc(Cl)c2)o1
 : i, -35%, 4.8%, 1.4, ?, ?, i, ?, -7%
#48 O=C(NC1CC1)c1cccc(NC(=O)C2CC2)c1
 : i, -6%, -0.8%, 0.5, 0%, 11%, i, 8%, /
#49 Nc1nc2n(n1)C(c1ccco1)CC(c1ccc(Cl)c(Cl)c1)N2 (centres undefined)
 : i, -29%, 4.6%, -2.7, 3%, -5%, i, -11%, -2%
